Screens from PubChem BioAssay.
ERp5 inh = inhibitors of ERp5-driven insulin aggregation, primary screen, biochemical, turbidity, absorbance 650 nm, single point | 90 min | inhibition, % at 9.99 µM | Protein disulfide-isomerase A6 (Homo sapiens), Q15084 | hit rate 0.05% among 350,000 | AID 651711, 2012;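 active means mean replicate inhibition above about 25%, with every replicate also reaching it, limit read from the data, passing the limit was not always enough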
Target sequence (Q15084 whole entry, looked up): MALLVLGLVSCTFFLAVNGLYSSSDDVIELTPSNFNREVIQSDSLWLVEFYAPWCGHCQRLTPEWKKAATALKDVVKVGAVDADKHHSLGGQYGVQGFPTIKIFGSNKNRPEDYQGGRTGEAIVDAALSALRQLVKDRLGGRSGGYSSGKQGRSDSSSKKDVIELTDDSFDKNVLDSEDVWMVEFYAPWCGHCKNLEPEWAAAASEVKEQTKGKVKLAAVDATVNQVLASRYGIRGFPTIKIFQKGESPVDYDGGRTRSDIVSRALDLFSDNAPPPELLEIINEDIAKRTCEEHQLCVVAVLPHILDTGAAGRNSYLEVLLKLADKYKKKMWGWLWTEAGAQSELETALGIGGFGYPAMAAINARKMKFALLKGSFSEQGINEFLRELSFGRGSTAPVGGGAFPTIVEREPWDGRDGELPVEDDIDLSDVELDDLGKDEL
S100A4 inh HTS = inhibitors of S100A4-myosin IIA peptide binding, primary screen, biochemical, fluorescence polarization, TAMRA-MyoIIA peptide. Protein S100-A4 (Homo sapiens), P26447. inhibition, % at 10.7 µM. hit rate 0.14% among 360,000;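 active means mean inhibition of at least 70% across replicates, with every replicate also reaching that level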
Target sequence (P26447 whole entry, looked up): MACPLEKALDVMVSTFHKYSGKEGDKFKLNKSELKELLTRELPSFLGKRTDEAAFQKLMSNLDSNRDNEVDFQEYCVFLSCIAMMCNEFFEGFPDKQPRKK
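Material: S100A4 monomer protein | Medium: HEPES pH 7.2 with CaCl2, KCl, NaCl, DTT, Triton | Reagent: Labelled myosin peptide probe, 5 nM | Doses: One dose per compound | Times: 5 min incubation before reading | Benchmarks: Neutral control DMSO, positive control TFP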
RAD52 anneal inh = RAD52 DNA annealing inhibitors, primary screen, biochemical, FRET, single point, set 2 | recombinant RAD52 DNA annealing, FRET fluorescence | DNA repair protein RAD52 homolog (Homo sapiens), P43351 | hit rate 0.46% among 360,000 | inhibition, % at 18.7 µM | AID 651710, 2012;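 active means every replicate showing at least 50% inhibition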
Target sequence (P43351 whole entry, looked up): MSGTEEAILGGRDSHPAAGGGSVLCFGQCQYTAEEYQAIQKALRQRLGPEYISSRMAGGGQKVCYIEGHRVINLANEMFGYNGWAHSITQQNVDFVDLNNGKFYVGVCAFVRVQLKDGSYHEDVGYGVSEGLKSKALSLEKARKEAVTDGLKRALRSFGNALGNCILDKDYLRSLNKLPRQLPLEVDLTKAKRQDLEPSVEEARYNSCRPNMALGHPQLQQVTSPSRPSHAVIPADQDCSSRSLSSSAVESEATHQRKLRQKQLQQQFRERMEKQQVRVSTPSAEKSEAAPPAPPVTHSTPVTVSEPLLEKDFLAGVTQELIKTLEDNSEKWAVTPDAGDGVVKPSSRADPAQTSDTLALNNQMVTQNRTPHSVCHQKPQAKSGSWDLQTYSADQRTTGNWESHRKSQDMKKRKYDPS
ERAP1 inh = human ERAP1 aminopeptidase inhibitors, primary screen, biochemical, single point, plate reader; Endoplasmic reticulum aminopeptidase 1 (Homo sapiens), Q9NZ08; recombinant ERAP1, Leu-AMC fluorescence, 60 min; inhibition, % at 10.7 µM; hit rate 0.15% among 340,000;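 active means mean replicate inhibition of at least 30%, or all replicates individually reaching that 30% level; inactive means mean below 30% and not every replicate reaching it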;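 further: 0% = neutral control wells and 100% = L-leucinethiol positive control wells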
E-selectin induc = E-selectin induction in HUVECs, primary screen, imaging, HUVEC, immunofluorescence imaging, single point | hit rate 0.37% among 260,000 | AID 686992, 2013 | normalized: neutral wells 0, TNF-alpha wells 100 | activation, % at 7.58 µM;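 active means mean E-selectin-positive cell signal at least 10% of the positive control, reached in at least 60% of replicates, without over 20% cell loss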;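 further: in these data hits start at about 27%; measured in HUVEC primary endothelial cells; signal is the percent of cells scored E-selectin positive by PE staining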
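Test system: HUVEC | Signal: Immunofluorescence imaging | Read-out: Percent E-selectin-positive cells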
RAD54 inh = inhibitors of human RAD54 branch migration, primary screen, biochemical, fluorescence, single point | DNA repair and recombination protein RAD54-like (Homo sapiens), Q92698 | RAD54 Holliday junction branch migration, FAM/BHQ fluorescence | inhibition, % at 10.4 µM | hit rate 0.14% among 360,000 | AID 602329, 2012;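 active means mean normalized replicate activity at least 40 and at least half of replicates scoring 40 or more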;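 further: 0% = median of neutral control wells and 100% = median of positive control wells; inhibitors cause a drop in the FAM fluorescence signal; in these data hits start at about 50%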
Xi reactivation = activators of inactive X chromosome reactivation, primary screen, imaging, XiGFP fibroblasts, GFP high-content imaging, set 2 | XiGFP mouse fibroblasts, % GFP-positive cells imaging, 3 d; cells co-treated with 5-aza-dC sensitizer; scaled so ellipticine positive control = 100% | activation, % at 7.58 µM | hit rate 0.055% among 360,000 | AID 743238, 2013;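 active means mean normalized replicate activation at least 10% and every replicate at or above 10%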;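 further: 0% = median of on-plate neutral control wells and 100% = ellipticine 6 µM median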
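Material: XiGFP fibroblasts, SV40-immortalized; Buffer or medium: DMEM containing 5-aza-dC; Compound dosing: single point; Times: 3 days compound exposure.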
esBAF inh = Bmi1 luciferase reporter increase in mESCs, primary screen, esBAF inhibitor project, mouse ES cells, Bmi1 luciferase knock-in, single point; reporter increase, % at 12.5 µM; AID 602393, 2012; 24 h; 100% = twice the neutral-well signal; hit rate 2% among 350,000; in the data active means activation above about 40%;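 further: 0% = median of the plate's neutral control wells and 100% = double that signal; a rise in the Bmi1 reporter signal indicates esBAF inhibition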
Starred values were filed as active, the others as inactive; i = inactive; x = not tested or not shown. This is a random part of the collection. Share with any hit: about 2.5%.

SMILES	ERp5 inh	S100A4 inh HTS	RAD52 anneal inh	ERAP1 inh	E-selectin induc	RAD54 inh	Xi reactivation	esBAF inh
CN(C(=O)c1cccc(NC(=O)Cc2cccc(NC(=O)C3CCCN(C(=O)CCc4ccccc4)C3)c2)c1)C1CCC1 (configuration not stated)	1	1	-22	-1	0.0	-3	-0.1	-2
CCOc1cc(/C=C/C(=O)c2ccc(OC)c(CN3CCOCC3)c2)cc(Br)c1O	-4	-2	i	-1	x	-81	0.2	4
CCc1ccc(N2CCN(CCNC(=O)Nc3ccccc3)CC2)cc1	0	-3	-9	0	x	2	0.0	-8
CCCCn1nnnc1C(c1ccccc1)N1CCN(C/C=C/c2ccccc2)CC1 (configuration not stated)	1	-1	-17	x	x	-7	0.0	-1
Clc1cc(NCc2ccccc2)ncn1	-2	-1	0	-1	0.8	-6	1.0	6
CN(C)CC(C)(C)CNC(=O)c1cc(Br)cc(Br)c1O	0	1	-5	1	x	x	0.1	x
COC(=O)C[C@@H]1CC[C@@H]2[C@@H](COc3ccc(NC(=O)Nc4ccccc4C)cc3C(=O)N2C)O1	2	12	-6	-3	0.3	8	0.2	6
C[C@@H]1CN([C@@H](C)CO)C(=O)Cc2cc(NC(=O)Cc3cn(C)c4ccccc34)ccc2O[C@@H]1CN(C)C(=O)Nc1ccc(C(F)(F)F)cc1	-7	-18	-11	2	-5.5	-7	-1.3	-2
COc1cc(/C=N/NC(=O)c2ccc(N)cc2)ccc1OC(=O)c1cccc(C)c1	-5	-1	-7	3	-0.6	3	0.0	-1
C[C@H](CO)N1C[C@H](C)[C@@H](CN(C)C(=O)Nc2cccc3ccccc23)Oc2c(NS(=O)(=O)c3ccc(F)cc3)cccc2C1=O	16	6	-7	-1	-0.2	-14	0.0	-5
CN(C)S(=O)(=O)c1ccc(C(=O)Nc2cccc(C(=O)N3CCOCC3)c2)cc1	7	-6	-8	-1	0.1	-7	0.0	-5
O=C(Cc1ccccc1)N[C@H]1C=C[C@@H](CC(=O)N2CCOCC2)O[C@@H]1CO	0	-4	17	-1	-0.2	-8	0.4	-7
O=S(=O)(c1ccccc1)N1C[C@@H]2[C@H](c3ccccc31)[C@H](CO)N2Cc1ccccn1	3	5	-62	5	0.0	1	-0.1	8
O=CC1=C(N2CCOCC2)/C(=C/c2ccc(Cl)cc2)CC1	-3	-11	-22	-2	x	x	0.4	x
O=C(CSc1ncn[nH]1)N1c2ccccc2Sc2ccccc21	9	1	-14	-1	-0.2	x	-0.2	-3
C=CCOC(=O)C(=O)/C=C/c1ccc(OC)cc1	1	11	7	0	x	x	x	x
CNC[C@H]1OCCCC[C@H](C)Oc2ccc(NS(C)(=O)=O)cc2C(=O)N([C@H](C)CO)C[C@H]1C	1	1	-28	2	-0.6	5	-1.0	-4
CCCS(=O)(=O)N1CCN(CCN2C(=O)c3cccc4cccc(c34)C2=O)CC1	2	-2	18	-4	x	x	0.0	x
Cc1ccc(CN2CCN(/N=C/c3cc(Br)cc(Br)c3O)CC2)c(C)c1	2	-14	-11	-4	-2.1	x	0.3	x
CCc1nc2c(OCCn3cccc3)cccn2c1N(C)C(=O)c1ccccc1F	-1	-4	-17	1	0.3	-4	0.4	1

Molecules listed so far that contain a Cl atom, in the order listed:
SMILES	ERp5 inh	S100A4 inh HTS	RAD52 anneal inh	ERAP1 inh	E-selectin induc	RAD54 inh	Xi reactivation	esBAF inh
Clc1cc(NCc2ccccc2)ncn1	-2	-1	0	-1	0.8	-6	1.0	6
O=CC1=C(N2CCOCC2)/C(=C/c2ccc(Cl)cc2)CC1	-3	-11	-22	-2	x	x	0.4	x

The list goes on.
SMILES	ERp5 inh	S100A4 inh HTS	RAD52 anneal inh	ERAP1 inh	E-selectin induc	RAD54 inh	Xi reactivation	esBAF inh
O=C(NCc1ccccc1)[C@]1(CCS(=O)(=O)c2ccccc2)N=C(c2ccc(OCCCO)cc2)O[C@@H]1c1ccccc1	-3	3	-1	-7	x	-9	x	x
COc1ccccc1NC(=O)C(C)OC(=O)/C(=C/c1ccccc1)NC(C)=O (configuration not stated)	2	-3	-14	-3	0.0	-3	0.0	-7
O=C(O)c1ccccc1C(=O)NCCc1c(C(=O)O)[nH]c2ccc(Cl)cc12	-6	-2	-8	-4	x	x	0.0	x
C[C@@H]1CN([C@H](C)CO)C(=O)CCCn2nncc2CO[C@@H]1CN(C)Cc1cccc(C(F)(F)F)c1	0	6	10	5	-0.1	2	0.2	-6
C[C@H]1CN([C@@H](C)CO)C(=O)c2cc(NS(=O)(=O)c3ccc(F)cc3)ccc2O[C@@H]1CN(C)S(=O)(=O)c1ccccc1	x	x	x	x	0.7	-3	0.2	3
Cc1ccccc1/C=N/Nc1ccc(Cl)nn1	2	2	-2	-3	x	x	-1.3	x
COc1ccc(NC(=O)COc2ccc3c(c2)CCC3)cc1S(N)(=O)=O	2	0	-7	-2	3.1	-3	0.1	0
COC(=O)CN(c1ccc(Cl)cc1C)S(C)(=O)=O	-2	7	-23	-5	2.3	-1	0.0	-4
CCCCCC(=O)N1C[C@H](O)[C@@H](n2cc(-c3ccc(F)cc3)nn2)C[C@@H]1c1ccc(OC)cc1	2	-4	-2	0	-0.2	9	0.1	0
CO[C@H]1CN(C)C(=O)c2cc(C#N)ccc2OC[C@@H]2O[C@@H](CC[C@H]2OC)CCN(C)C(=O)[C@@H]1C	0	-11	0	1	-0.1	0	0.0	-2
C#CCOCCOCCOCCNc1nc(N2CCN(C(=O)Cn3cc(CCCCN)nn3)CC2)nc(N2CCN(C(=O)[C@H](C(C)C)n3cc(CCO)nn3)CC2)n1	x	x	x	x	0.4	-26	0.0	-8
CC(C)C(=O)Nc1ccc2c(c1)C(=O)N(C)[C@@H]1CC[C@@H](CC(=O)NCC3CC3)O[C@H]1CO2	0	18	1	2	0.0	10	0.1	4
NC(c1csc(NC(=O)c2cccc(OC(F)(F)F)c2)n1)c1ccccc1Cl (configuration not stated)	-3	-3	-65	-3	0.2	6	0.4	-8
Cc1ccc(NC(=O)c2cc(-c3ccc4c(c3)OCO4)on2)cc1	0	-4	-12	-2	0.3	12	0.1	23
COc1ccc(S(=O)(=O)Nc2ccc3c(c2)CC(=O)N([C@@H](C)CO)C[C@H](C)[C@@H](CN(C)Cc2ccncc2)O3)cc1	2	-4	11	2	28	0	-1.3	-2
CN(Cc1ccc(F)cc1)C(=O)C(Cc1ccccc1)NC(=O)c1ccccc1 (configuration not stated)	-1	6	-7	0	x	-1	0.4	x
CO[C@H]1CN(C)C(=O)c2cc(NC(C)=O)ccc2OC[C@H](C)N(Cc2ccccc2F)C[C@H]1C	-5	13	-2	0	-0.2	1	0.2	-1
Cc1ccccc1C(=O)Oc1cccc2c(O)cccc12	1	-10	-5	-2	x	-8	0.1	13
CC(C)n1cc(C(N)=S)c(=O)n(Cc2ccccc2)c1=O	3	-5	-7	3	-0.1	-2	0.0	2
CN=CC1=C(O)C(C(=O)OC)C(C)(C)CC1=O (configuration not stated)	-2	-10	-3	7	x	x	0.1	x

Taken from above, three compounds:
SMILES	ERp5 inh	S100A4 inh HTS	RAD52 anneal inh	ERAP1 inh	E-selectin induc	RAD54 inh	Xi reactivation	esBAF inh
Cc1ccc(CN2CCN(/N=C/c3cc(Br)cc(Br)c3O)CC2)c(C)c1	2	-14	-11	-4	-2.1	x	0.3	x
CCc1nc2c(OCCn3cccc3)cccn2c1N(C)C(=O)c1ccccc1F	-1	-4	-17	1	0.3	-4	0.4	1
O=C(NCc1ccccc1)[C@]1(CCS(=O)(=O)c2ccccc2)N=C(c2ccc(OCCCO)cc2)O[C@@H]1c1ccccc1	-3	3	-1	-7	x	-9	x	x

Returning to the listing, repeating the 2 entries before the break.
SMILES	ERp5 inh	S100A4 inh HTS	RAD52 anneal inh	ERAP1 inh	E-selectin induc	RAD54 inh	Xi reactivation	esBAF inh
CC(C)n1cc(C(N)=S)c(=O)n(Cc2ccccc2)c1=O	3	-5	-7	3	-0.1	-2	0.0	2
CN=CC1=C(O)C(C(=O)OC)C(C)(C)CC1=O (configuration not stated)	-2	-10	-3	7	x	x	0.1	x
C=CCn1cccc(C(=O)Nc2ccc(Cl)cc2)c1=O	5	1	-1	-3	x	-3	0.2	63*
CCN1C(=O)[C@H]2[C@@H](c3ccc(-c4ccc(F)cc4)cc3)N[C@@](CC(C)C)(C(=O)OC)[C@H]2C1=O	11	3	-9	-2	0.0	-5	-0.5	0
CCCNC(=O)c1cc(-c2ccccc2)c(N2CCCCC2)s1	5	9	-16	-1	0.0	5	0.0	-8
CC(NC(=O)c1ccc(Cl)c(Cl)c1)c1ccc(-c2ccccc2)cc1 (configuration not stated)	-1	-10	-12	1	0.1	x	0.2	x
CCOc1ccc(CCNC(=O)CS(=O)Cc2nc(-c3ccccc3Cl)oc2C)cc1OCC (configuration not stated)	-1	-7	-19	-2	-0.2	0	0.0	-2
CCN1C(=O)S/C(=C/c2ccc(Oc3ccc([N+](=O)[O-])cn3)c(OC)c2)C1=O	1	-5	-4	-7	x	x	0.1	x
CCCOC(=O)c1cc(NC(=O)/C=C/c2ccccc2)ccc1O	4	-6	-13	4	x	x	0.2	x
Cc1ccc(NS(=O)(=O)c2cccc(C(=O)NCC(c3ccc(F)cc3)N3CCOCC3)c2)cc1 (configuration not stated)	2	1	1	0	0.7	-2	-0.1	4
O=C(c1cc(-c2ccccc2O)on1)N1CCc2ccccc2C1	-9	7	-4	-2	0.1	-4	0.2	15
COc1ccc(-c2csc(NC(=O)c3c(C)noc3C)n2)cc1F	-3	7	-5	-7	-0.2	8	-0.1	0
CC1CN(S(=O)(=O)c2cccc(C(=O)Nc3ccc(S(=O)(=O)Nc4ncccn4)cc3)c2)CC(C)O1 (configuration not stated)	-6	-4	-9	-2	-0.2	8	1.2	x
Cc1cccc(C)c1NC(=O)c1nc(S(=O)(=O)Cc2ccccc2)ncc1Cl	5	-2	-11	0	x	-8	0.0	-55
NNC(=O)C1SCCN1S(=O)(=O)c1ccc(Cl)cc1 (configuration not stated)	7	-1	-10	3	-0.2	-2	0.5	-7
Cc1cc(F)ccc1NC(=O)Nc1ccc2c(c1)OCO2	5	1	-9	0	0.6	-11	0.1	16
CCc1cccc(OCC(=O)Nc2cc(Cl)ccc2-n2cncn2)c1	15	-2	-34	1	-0.4	-5	0.0	4
COc1ccc(C(=O)/C=C/Nc2ccc(S(=O)(=O)Nc3nc(C)cc(C)n3)cc2)cc1OC	2	6	-43	-8	x	x	0.0	x

Reformatted: results already given.
smiles,ERp5 inh,S100A4 inh HTS,RAD52 anneal inh,ERAP1 inh,E-selectin induc,RAD54 inh,Xi reactivation,esBAF inh
Cc1cc(F)ccc1NC(=O)Nc1ccc2c(c1)OCO2,5,1,-9,0,0.6,-11,0.1,16
Cc1cccc(C)c1NC(=O)c1nc(S(=O)(=O)Cc2ccccc2)ncc1Cl,5,-2,-11,0,x,-8,0.0,-55
